GCN5L2 inh: GCN5L2 (KAT2A) acetyltransferase inhibition; Q92830; Potency, µM (titrated, usually from 58.9 µM), inactives show at the highest dose activity change, negative = inhibition, hits mostly inhibitors; GCN5L2 HAT assay, ThioGlo1 CoA-SH fluorescence; AID 504327; actives 0.21% (n = 390,000)
Target sequence (Q92830 whole entry, looked up): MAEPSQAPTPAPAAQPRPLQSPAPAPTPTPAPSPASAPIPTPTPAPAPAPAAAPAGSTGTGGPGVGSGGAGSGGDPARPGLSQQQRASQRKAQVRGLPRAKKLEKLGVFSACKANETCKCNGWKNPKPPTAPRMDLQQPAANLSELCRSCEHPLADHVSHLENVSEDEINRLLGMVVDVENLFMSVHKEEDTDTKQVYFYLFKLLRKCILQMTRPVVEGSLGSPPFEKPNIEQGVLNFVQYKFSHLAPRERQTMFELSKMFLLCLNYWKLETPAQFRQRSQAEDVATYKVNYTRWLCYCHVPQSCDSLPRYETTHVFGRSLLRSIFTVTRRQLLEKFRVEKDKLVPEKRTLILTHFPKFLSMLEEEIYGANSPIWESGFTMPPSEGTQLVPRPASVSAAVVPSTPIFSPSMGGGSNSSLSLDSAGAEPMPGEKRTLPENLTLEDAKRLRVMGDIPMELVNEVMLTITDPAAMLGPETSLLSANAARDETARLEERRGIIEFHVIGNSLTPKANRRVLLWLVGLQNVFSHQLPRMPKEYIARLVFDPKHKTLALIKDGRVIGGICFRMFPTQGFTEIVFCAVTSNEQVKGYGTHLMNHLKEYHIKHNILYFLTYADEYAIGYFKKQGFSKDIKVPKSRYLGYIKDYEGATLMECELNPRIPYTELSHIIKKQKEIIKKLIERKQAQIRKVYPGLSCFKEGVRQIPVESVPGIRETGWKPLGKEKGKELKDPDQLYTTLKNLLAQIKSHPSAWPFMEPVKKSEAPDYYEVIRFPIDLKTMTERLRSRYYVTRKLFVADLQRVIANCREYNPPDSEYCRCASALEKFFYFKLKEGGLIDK
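Titration-based screen in which CoA formation is detected via maleimide probe ThioGlo1 (50uM) turning fluorescent on thiol reaction; substrates H3(1-25) 75uM and acetyl-CoA 70uM, GCN5L2 20nM, 20 min incubation at room temperature.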
DT40 TDP1 no CPT: qHTS for Inhibitors of human tyrosyl-DNA phosphodiesterase 1 (TDP1): qHTS in cells in absence of CPT. DT40 Tdp1-/- hTDP1 cells, no CPT, ATP luminescence, 48 h. Potency, µM (series often up to 46.2 µM), for the others: at the top dose activity change, negative = growth inhibition, actives largely listed as inhibitors. actives 15% (n = 420,000). AID 686978, 2013; further: nearly all actives have a fitted effect of over 55% in size
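Stably hTDP1-transfected Tdp1-null chicken DT40 cells were treated with library compounds minus camptothecin and grown for at least 48 hr at 37 °C, after which cellular ATP was quantified by luminescence.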
DT40 TDP1 CPT: DT40-hTDP1 cell growth loss with CPT; chicken DT40 Tdp1-/-;hTDP1 cells + 20 nM CPT, ATP luminescence, 48 h; Potency, µM (doses to about 46.2 µM), without a hit: top-dose activity change, negative = growth inhibition, actives largely listed as inhibitors; actives 12% (n = 420,000); further: nearly all actives have a fitted effect of over 55% in size
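Chicken DT40 Tdp1-/- cells complemented with human TDP1, 400 cells/well, exposed to compounds plus 20 nM camptothecin for at least 48 h at 37 C; viability read as ATP content by CellTiter-Glo luminescence.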
The depositor's hits bear a star; ? = inconclusive; / = not tested or not shown; & = joins results of further samples; [ ] = another dose, or the depositor's remark. The call rests on the fitted dose curve; in most records, active means well fitted curve in the direction sought with a large enough effect; inconclusive means small, poorly fitted or top-dose-only effect, or another doubt; inactive means no such curve, though single readings can be large; an effect the other way counts as inactive or inconclusive. On the % scale 0 is the no-effect control and ±100 the full control effect; potency means the concentration at half of the fitted maximal effect.

The opening 6 records, to show the layout:
SMILES | GCN5L2 inh | DT40 TDP1 no CPT | DT40 TDP1 CPT
CC1CC(C)CN(C(=S)Nc2ccc3nc4n(c(=O)c3c2)CCCCC4)C1 (centres undefined) | -5% | ? | ?
CCOC(=O)C1(C)CCCCCN1C(=O)c1ccc(SC(F)(F)F)cc1 (centres undefined) | / | ? | ?
O=C(CN1C(=O)NC2(CCCC2)C1=O)Nc1ccccc1N1CCCCC1 | 3% | -2% | -22%
CCSc1nnc(NC(=O)CSc2c(Cl)cccc2Cl)s1 | 4% | -21% | -23%
COc1ccc(-n2c(Cc3cccn3C)nnc2SCC(=O)Nc2ccc(F)cc2)cc1 | -7% | -27% | -19%
O=C(NC1CC1)c1ccc(CSCc2ccccc2Cl)o1 | -1% | ? | ?

This part in full, previewed entries included:
SMILES | GCN5L2 inh | DT40 TDP1 no CPT | DT40 TDP1 CPT
CC1CC(C)CN(C(=S)Nc2ccc3nc4n(c(=O)c3c2)CCCCC4)C1 (centres undefined) | -5% | ? | ?
CCOC(=O)C1(C)CCCCCN1C(=O)c1ccc(SC(F)(F)F)cc1 (centres undefined) | / | ? | ?
O=C(CN1C(=O)NC2(CCCC2)C1=O)Nc1ccccc1N1CCCCC1 | 3% | -2% | -22%
CCSc1nnc(NC(=O)CSc2c(Cl)cccc2Cl)s1 | 4% | -21% | -23%
COc1ccc(-n2c(Cc3cccn3C)nnc2SCC(=O)Nc2ccc(F)cc2)cc1 | -7% | -27% | -19%
O=C(NC1CC1)c1ccc(CSCc2ccccc2Cl)o1 | -1% | ? | ?
CCCCCC(=O)N1C[C@@H](O)[C@H](n2cc(C3CC3)nn2)C[C@@H]1c1ccc(C)cc1 | / | -27% | -20%
CCc1nnc(NC(=O)CSc2nnc(CNc3ccc(OC)cc3)n2C)s1 | -3% | 1% | 8%
c1ccc(CC[n+]2ccncc2)cc1 | / | -92% | -17%
Cc1c(Cl)cccc1NC(CC(=O)c1ccccc1)C(=O)O (centres undefined) | -13% | ? | 15µM*
NC(Cc1ccc(C(F)(F)F)cc1)c1csc(Nc2ccccn2)n1 (centres undefined) | / | ? | ?
CC(=O)Nc1ccc(S(=O)(=O)Nc2ccc3c(c2)OCCO3)cc1 | 0% | 7.3µM* | ?
O=C(COC(=O)c1ccncc1)Nc1cc(Cl)ccc1Cl | -2% | -4% | -17%
C/C(=N/OC(=O)c1c(-c2ccccc2Cl)noc1C)c1cnccn1 | -7% | ? | -16%
Cc1oc2cc(OC(C)C(=O)O)ccc2c(=O)c1Oc1ccccc1 (centres undefined) | 0% | -2% | -2%
Cc1cccc(Cc2c(C)nc3nc(SCC(=O)NC4CCCCC4)nn3c2C)c1 | -5% | -4% | -29%
COc1cccc(NC(=O)CN2CCN(CC(=O)Nc3ccc(F)cc3)CC2)c1 | -22% | -19% | -1%
O=C1CCCC(=O)C1=C1SCCCS1 | -8% | -5% | ?
Cc1ccc(C(=O)OCC(=O)N2CC(C)OC(C)C2)cc1 (centres undefined) | -2% | 10% | 9%
O=C(NCc1cccs1)c1cccc2c(-c3ccc(F)c(F)c3)coc12 | / | ? | ?
Cc1ccc(C)c(S(=O)(=O)N2CCN(C(=O)c3ccncc3)CC2)c1 | -3% | -7% | -6%
C=CCn1c(SCC(=O)Nc2cc(NC(C)=O)ccc2OC)nnc1-c1cccnc1 | -2% | -12% | -7%
O=[N+]([O-])c1ccccc1S(=O)(=O)Nc1ncccn1 | -9% | 4% | 3%
O=C1c2ccccc2C(=O)C12OC(c1ccccc1)C1(C(=O)c3ccccc3C1=O)C2c1ccc([N+](=O)[O-])cc1 (centres undefined) | / | ? | -20%
Cc1ccn2cc(CCNS(=O)(=O)c3ccc4ccccc4c3)nc2c1 | / | -26% | 3%

Nothing new here: an excerpt of the list.
SMILES | GCN5L2 inh | DT40 TDP1 no CPT | DT40 TDP1 CPT
O=C1c2ccccc2C(=O)C12OC(c1ccccc1)C1(C(=O)c3ccccc3C1=O)C2c1ccc([N+](=O)[O-])cc1 (centres undefined) | / | ? | -20%
Cc1ccn2cc(CCNS(=O)(=O)c3ccc4ccccc4c3)nc2c1 | / | -26% | 3%

More compounds.
SMILES | GCN5L2 inh | DT40 TDP1 no CPT | DT40 TDP1 CPT
CC(=O)Nc1ccc(S(=O)(=O)N(C)CC(=O)OC2CCCCC2=O)cc1 (centres undefined) | 6% | -4% | -2%
O=S(=O)(Nc1ccc(-c2cn3c(n2)SCC3)cc1)c1ccccc1F | -29% | -1% | -25%
COc1ccccc1C(=O)N1CCN(C(=O)c2oc3c(C)c(C)ccc3c2C)CC1 | / | 16µM* | ?
CC1Cc2ccccc2N1C(=O)CN(C)CC(=O)Nc1ccc(OC(F)(F)F)cc1 (centres undefined) | -8% | ? | 15µM*
CCCNC(=O)C1(C)CCN(C(=O)c2ccccc2OC)C1 (centres undefined) | / | -3% | -20%
S=C(Nc1ccc(Cl)cc1Cl)NC1CCCCC1 | -5% | ? | ?
Cc1c(O)c(CN2CCCCC2)cc2c1oc(=O)c1ccccc12 | -3% | 26µM* | ?
C[C@@H](O)[C@H]1O[C@]2(C)CCC[C@H]1O2 | -6% | -23% | -28%
CCOC(=O)N1CCN(C(=O)C2CCN(c3ncnc4c3sc3cccc(F)c34)CC2)CC1 | -5% | 5.8µM* | 8.2µM*
Cn1nnnc1SCC(=O)NNC(=O)c1ccc(Cl)cc1 | -8% | 2% | 12%
N#Cc1ccc(COC(=O)c2ccc3c(=O)[nH]c(CN4CCOCC4)nc3c2)cc1 | 1% | -8% | 3%
CCOC(=O)C1(Cc2cccc(OC)c2)CCCN(CCO)C1 (centres undefined) | -8% | -1% | -1%
CC(=O)NCC(=O)OCC(=O)c1ccc2ccccc2c1 | -3% | ? | 10%
CCN(CC)S(=O)(=O)c1ccc2[nH]cc(C(=O)NCCN3CCCCC3C)c(=O)c2c1 (centres undefined) | -8% | -24% | -28%
N#Cc1c(-c2ccco2)cc(C2CC2)nc1SCC(=O)c1ccccc1 | -16% | -23% | -28%
Cc1cc(=O)[nH]c(SCc2nc3ncccn3c2Br)n1 | -8% | -10% | -2%
O=S(=O)(Nc1ccc(S(=O)(=O)N2CCOCC2)cc1)c1ccc(Br)cc1 | -3% | 3% | 3%
COCCNC(=O)C1(C)CCCN(Cc2ccc(OCc3ccccc3)cc2)C1 (centres undefined) | / | 21µM* | 26µM*
COc1cccc(NC(=O)C2CCN(S(=O)(=O)c3c(C)noc3C)CC2)c1 | 2% | -14% | 13%
Cc1ccc2c(c1)N(C(=O)CCC(=O)Nc1ccccc1Cl)CC(C)O2 (centres undefined) | -18%&-9% | ? | ?
CCC(=O)Nc1nc2ccc(NC(C)=O)cc2s1 | -9% | -1% | -8%
COc1cccc(OCC(=O)O/N=C(\N)c2ccncc2)c1 | -7% | -3% | 1%
O=c1[nH]nc(CNc2cccc(C(F)(F)F)c2)c2ccccc12 | -2% | 15µM* | 26µM*
CC(C)c1onc(C(=O)Nc2cccc(Cl)c2)c1[N+](=O)[O-] | -6% | ? | -30%
CC1CN(Cc2nc3c(c(=O)n(C)c(=O)n3C)n2CCCc2ccccc2)CC(C)O1 (centres undefined) | / | ? | -24%

(listing goes on)
SMILES | GCN5L2 inh | DT40 TDP1 no CPT | DT40 TDP1 CPT
O=C(COc1ccccc1)NCCc1nc2ccccc2[nH]1 | -2% | 0% | -8%
COC(=O)CCNc1n[nH]c(=O)[nH]c1=O | -12% | -18% | -2%
CCOc1ccccc1NC(=O)C1CCN(S(=O)(=O)c2c(C)noc2C)CC1 | -3% | -5% | -23%
Cc1ccc2c(c1)N(C(=O)CCC(=O)N1CCOCC1)CC(C)O2 (centres undefined) | 32%[activator] | -5% | -1%
CCCS(=O)(=O)c1c(S(=O)(=O)CCC)c2c3ccccc3ccn2c1C(=O)OC | -12% | 26µM* | ?
Cc1ccc(-c2nnc(SCC(N)=O)nc2-c2ccc(C)cc2)cc1 | -8% | ? | ?
O=C(O)c1ccc(N=Nc2c(O)ccc3ncccc23)cc1 | 1% | 2.9µM* | 4.1µM*
Nc1cc(C(=O)OCC(=O)N2CCCC2=O)ccc1Cl | 0% | 14% | 14%
O=C(CN(Cc1ccc(Cl)cc1)C(=O)c1csnn1)NCc1ccccc1 | 0% | -23% | -21%
O=C(O)c1ccc(N/N=C2/CCCc3ccccc32)cc1 | -2% | 5% | -12%
Cc1cc(NC(=O)c2cc(C)on2)n(-c2ccccc2)n1 | 1% | -5% | -18%
COc1ccccc1N1CCN(C(=O)c2ccc(Cl)c(S(=O)(=O)N3CCCC3)c2)CC1 | -17% | 18µM* | ?
CC(O)(c1cccnc1)c1nc(-c2ccc(S(C)(=O)=O)cc2)cs1 (centres undefined) | / | -3% | -20%
CCC1CCCCN1CC(=O)Nc1cc(C)c2c(=O)oc3ccccc3c2n1 (centres undefined) | -4% | -9% | 18%
C[C@@H]1CN([C@@H](C)CO)C(=O)CCCn2nncc2CO[C@H]1CN(C)Cc1ccc2cccnc2c1 | / | -28% | 0%
CCCn1c(SCc2nc(-c3ccc(OC)cc3OC)no2)nnc1-c1ccc(Cl)cc1 | -6% | 26µM* | 21µM*
Cn1c(=O)c(S(=O)C2CCCCC2)c(O)c2ccccc21 (centres undefined) | / | -22% | -7%
Cc1ccc(-n2nc(C)c3c(C(=O)NCCc4ccc(S(N)(=O)=O)cc4)cc(C)nc32)cc1 | -4% | ? | ?
CCOC(Cn1c(-c2ccc(OC)cc2)nc2ccccc21)OCC | -13% | 16µM* | 23µM*
NS(=O)(=O)c1ccc(NC(=S)N2CCN(c3ccc(Cl)c(Cl)c3)CC2)cc1 | -5% | 6.5µM* | 6.5µM*
Cc1cc(C)n(CC(=O)NNC(=O)c2ccc(OC(F)(F)F)cc2)n1 | -6% | -18% | -1%
Cc1cc(C)cc(OCC(=O)Nc2ccc(N3CCN(C(=O)c4ccco4)CC3)cc2)c1 | -11% | 18µM* | 23µM*
CCCCC[n+]1ccn(C2=C([O-])c3ccccc3C(=O)/C2=N\S(=O)(=O)c2ccccc2)c1 | -2% | 18µM* | 15µM*
COC(=O)c1ccccc1-c1c2ccc(=N)cc-2oc2cc(N)ccc12 | ? | 0.58µM* | 0.73µM*
Cc1ccc(C(=O)N2CCN(c3cccc(Cl)c3)CC2)cc1-n1c(C)nc2cccnc21 | -3% | 9.2µM* | 10µM*

Later entries.
SMILES | GCN5L2 inh | DT40 TDP1 no CPT | DT40 TDP1 CPT
Cc1ccc(-c2nnc(SCc3nc(N)nc(Nc4ccccc4C)n3)n2N)cc1 | -5% | ? | ?
O=[N+]([O-])c1ccc(N(c2ccccc2)c2ccccc2)cc1 | -5% | -8% | 2%
COc1ccc(CN2C(=O)N(c3ccccc3)C(=O)C2c2ccccc2)cc1COc1ccc(NC(C)=O)cc1 (centres undefined) | / | 8.9µM* | 10µM*
O=[N+]([O-])c1cccc2ccc(/C=C/c3ccc(F)cc3)nc12 | -14% | ? | ?
OCc1cccc[n+]1CCc1ccccc1 | / | -6% | 27%
CCCc1cc(=O)oc2c(C)c(OCC(=O)N3CCC(C(=O)O)(c4ccccc4)CC3)ccc12 | -8% | 1% | 11%
CCOc1cc(/C=N/O)cc(Br)c1OCC(=O)NCc1ccccc1 | -2% | -17% | 13%
Cc1nc2ncnn2c(N2CCN(C(=O)Cc3cccs3)CC2)c1C | / | -19% | -25%
Cc1ccc(NC(=O)C2CCN(S(=O)(=O)c3ccc4c(c3)OCCO4)CC2)nc1 | ? | -3% | -1%
CCC(OC(=O)CN1C(=O)C(=O)c2ccccc21)C(=O)Nc1ccc(S(N)(=O)=O)cc1 (centres undefined) | -5% | -15% | -7%
Cc1nn(C)c(Oc2ccccc2)c1CCNS(=O)(=O)c1ccccc1 | -30% | ? | ?
CCOc1ccc(/C(O)=C2/C(=O)C(=O)N(CCOCCO)C2c2ccccc2)cc1 (centres undefined) | -5% | -14% | -18%
CCOC(=O)N1CCN(CC(=O)Nc2c(C(=O)OC)[nH]c3ccccc23)CC1 | -3% | ? | ?
COCCn1c(C)cc(C(=O)CSc2ccc(NC(C)=O)cc2)c1C | -3% | -16% | -16%
COc1ccc(NC(=O)C(=O)NCC(c2ccc3c(c2)OCO3)N2CCN(C)CC2)cc1 (centres undefined) | -30% | ? | ?
CCCCn1c(=O)nc2n(-c3ccc(Cl)cc3)c3ccccc3cc-2c1=O | -6% | -23% | -13%
Cn1cccc1/C=N/NC(=O)C12CC3CC(CC(C3)C1)C2 | -3% | -7% | 9%
CSC(=Nc1ccccc1)N=C(SCc1ccccc1)N(C)C | / | 1.3µM* | 1.2µM*
CCCOc1ccc(-c2nc(SCC(=O)c3ccc(Cl)cc3)n[nH]2)cc1 | 0% | -22% | -24%
COc1ccccc1Cn1c(-c2ccccc2OC)nc2ccccc21 | -15% | ? | ?
Cc1ccc2c(Sc3ccc(Cl)cc3)c(C(=O)N3CCC(C)CC3)[nH]c2c1 | -1% | 21µM* | 16µM*

These rows are one share of the data. The share of hits here may be higher or lower than overall.
